High-throughput results as filed in PubChem BioAssay.
Fam108B counter – mouse Fam108B serine hydrolase inhibitors, primary screen, counter-screen for RBBP9 inhibitor project, biochemical, fluorescence polarization. recombinant Fam108B, FP-Rh probe fluorescence polarization. inhibition, % at 9.51 µM. 300,000 tested, 0.33% active. AID 1947, 2009;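 active = inhibition above the screen mean inhibition plus 3 SD, computed separately per campaign, cut at about 18% in these data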;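 also: inhibitors lower polarization as less probe binds the enzyme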
MEX-5 binding – MEX-5 zinc finger RNA-binding disruptors – biochemical, C. elegans, fluorescence polarization, MLPCN library, primary screen; MEX-5/FITC-TCR2 RNA binding; stronger effect = lower value; activity score (negative = inhibition of binding), % at 10 µM; 300,000 tested, 0.38% active; AID 1832, 2009;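 active = inhibition past about -25% in most replicates, and total fluorescence under double the plate's negative control median, limit read from the data; inconclusive = replicates evenly split on the limit, or fluorescence at least double controls; inactive = too little inhibition in most replicates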;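 also: 0% = DMSO and -100% = 5 µM competing unlabeled TCR2 RNA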
MCL1 BIM primary – inhibitors of MCL1 binding to BIM-BH3, primary screen, biochemical, fluorescence polarization. Induced myeloid leukemia cell differentiation protein Mcl-1 (Homo sapiens), Q07820. GST-MCL1 / FITC-Bim-BH3 fluorescence polarization. inhibition, % at 10.9 µM. 320,000 tested, 0.68% active;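 active = inhibition above the mean inhibition of all tested compounds plus 3 SD, set per campaign, cut at about 40% in these data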;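 also: 0% = DMSO wells and 100% = unlabeled Bim-BH3 peptide control; higher means more loss of mP so more displacement of Bim peptide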
CIT2-GFP yeast – modulators of CIT2-GFP expression in yeast, primary screen, S. cerevisiae, GFP fusion, multiplex flow cytometry, MLPCN library; 320,000 tested, 0.065% active; GFP response vs DMSO, % at 10 µM; S. cerevisiae CIT2-GFP strain, 3 h; 100 means same as DMSO wells; AID 2029, 2009;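 active = GFP response relative to DMSO above a set limit, near the screen mean plus 3 SD, cut at about 150% in these data; inconclusive = Fewer than 70 cells measured for a yeast strain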;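 also: ratio of well median GFP fluorescence to mean of DMSO wells on the plate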
AGP1 TOR yeast – modulators of AGP1-GFP expression in yeast TOR pathway, primary screen, cell-based, multiplex flow cytometry, S. cerevisiae, MLPCN library; 3 h; GFP as percent of DMSO wells; AID 2066, 2009; 320,000 tested, 0.02% active; GFP response vs DMSO, % at 10 µM;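 active = GFP response relative to DMSO above a set limit, near screen average plus 3 SD, cut at about 150% in these data; inconclusive = fewer than 70 cells counted for the yeast strain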;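 also: median GFP channel fluorescence of the gated AGP1 strain per well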
GLD-1 RNA inh – GLD-1/TGE RNA complex disruptors, primary screen, biochemical, fluorescence polarization; Female germline-specific tumor suppressor gld-1 (Caenorhabditis elegans), Q17339; purified GLD-1 + fluorescein TGE RNA; inhibition, % at 5.96 µM; 320,000 tested, 0.44% active;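 active = percent inhibition above a per-plate cutoff, the plate mean of test compounds plus 3 SD, cut at about 30% in these data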;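 also: 0% = DMSO wells with GLD-1 and probe and 100% = wells lacking GLD-1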
VLA-4 inh – inhibition in human VLA-4 binding assay, primary screen, VLA-4 allosteric modulator project, MLPCN library, flow cytometry, VLA-4 expressing cells; ligand binding flow cytometry; inhibition, % (about 7 µM as worked out from the volumes in the protocol); 330,000 tested, 0.2% active; AID 2557, 2010; in the data active = inhibition above about 50%
GRK2 inh – compounds blocking aptamer binding on GRK2 – biochemical, human GRK2, bead flow cytometry, HTS, primary screen; Beta-adrenergic receptor kinase 1 (Homo sapiens), P25098; FAM-aptamer displacement from GRK2; inhibition of aptamer binding, % at 10 µM; 330,000 tested, 0.59% active; AID 488847, 2010;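 active = inhibition of aptamer binding above 40%, roughly 3 SD of noise, on plates passing a quality check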;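 also: median bead fluorescence of bound FAM aptamer so fluorescent compounds give negative values; no value below 0 was filed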
Target sequence (P25098 whole entry, looked up): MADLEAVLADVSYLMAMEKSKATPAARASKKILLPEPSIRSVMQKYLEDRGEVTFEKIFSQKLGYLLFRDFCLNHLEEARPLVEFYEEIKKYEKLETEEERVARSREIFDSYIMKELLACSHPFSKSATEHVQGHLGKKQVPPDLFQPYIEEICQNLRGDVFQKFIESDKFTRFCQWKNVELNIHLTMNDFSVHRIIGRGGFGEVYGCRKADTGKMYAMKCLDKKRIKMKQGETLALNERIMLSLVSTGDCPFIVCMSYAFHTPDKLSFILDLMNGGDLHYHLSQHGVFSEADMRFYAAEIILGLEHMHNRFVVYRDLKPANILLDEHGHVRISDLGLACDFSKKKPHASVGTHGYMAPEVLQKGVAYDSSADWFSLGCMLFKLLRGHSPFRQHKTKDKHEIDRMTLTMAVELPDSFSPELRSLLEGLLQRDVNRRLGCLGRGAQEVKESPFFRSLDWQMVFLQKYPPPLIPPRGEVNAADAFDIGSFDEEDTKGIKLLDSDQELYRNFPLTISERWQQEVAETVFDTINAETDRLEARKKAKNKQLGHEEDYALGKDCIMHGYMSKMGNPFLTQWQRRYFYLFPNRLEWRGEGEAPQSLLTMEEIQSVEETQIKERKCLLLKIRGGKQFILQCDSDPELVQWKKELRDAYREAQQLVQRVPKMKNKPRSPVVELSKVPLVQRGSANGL
Bcl-xL primary – inhibitors of human Bcl-xL, primary screen, biochemical, fluorescence polarization, HTS. 320,000 tested, 0.7% active. GST-Bcl-xL / FITC-Bim BH3 peptide fluorescence polarization. AID 2129, 2009. inhibition, % at 10.9 µM. Bcl-2-like protein 1 (Homo sapiens), Q07817;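 active = inhibition above the mean of all tested compounds plus 3 SD, cutoff set per campaign, cut at about 30% in these data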;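 also: 0% = DMSO wells and 100% = unlabeled Bim-BH3 peptide competitor; inhibitors lower millipolarization by displacing the labeled peptide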
Target sequence (Q07817 whole entry, looked up): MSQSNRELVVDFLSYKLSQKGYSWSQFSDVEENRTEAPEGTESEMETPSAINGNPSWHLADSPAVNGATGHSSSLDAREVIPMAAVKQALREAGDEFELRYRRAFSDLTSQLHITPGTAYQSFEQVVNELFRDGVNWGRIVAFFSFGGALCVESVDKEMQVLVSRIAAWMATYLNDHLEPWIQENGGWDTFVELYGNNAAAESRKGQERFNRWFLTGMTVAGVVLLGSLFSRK
An asterisk follows results filed as active; u = inconclusive; x = not tested or not shown; [ ] = dose if it differs, or a comment.

SMILES	Fam108B counter	MEX-5 binding	MCL1 BIM primary	CIT2-GFP yeast	AGP1 TOR yeast	GLD-1 RNA inh	VLA-4 inh	GRK2 inh	Bcl-xL primary
Cc1cc(C)c2cc(C(=O)N3CCC(N4CCCCC4)CC3)[nH]c2c1	6	-0.2	3	100	103	-4	-2	0	4
O=C1CC(C(=O)N2CCN(c3ccccc3O)CC2)CN1Cc1ccccc1 (centres undefined)	1	-0.6	4	113	111	-6	-4	0	7
COc1cc(C=O)ccc1OCCSc1ccc(Cl)cc1	4	1.2	2	86	103	-1	8	0	0
O=C(Nc1ccnn1C1CCN(Cc2ccn[nH]2)CC1)c1ccccc1	0	0.4	2	100	105	9	-4	13	3
Cc1ccc2c(c1)nnc1nnc(SCC(=O)O)n12	-1	-3.5	13	103	110	19	20	4	17
COc1cc(/C=N/N2C(=O)C3C4C=CC(CC4)C3C2=O)ccc1O (centres undefined)	1	0.8	5	118	111	-5	7	5	5
OCc1ccc(OCCCOc2cccc3cccnc23)cc1	0	2.7	12	85	80	17	1	0	14
CCOC(=O)c1cn2nc(Oc3ccc(C#N)cc3)ccc2n1	1	-0.5	6	97	99	0	-1	1	0
O=C(N/N=C/C1CCCCC1)c1ccccn1	0	-12	4	103	106	-5	2	2	3
C=CCOc1cccc(C2C(C(=O)c3cccs3)=C(O)C(=O)N2Cc2cccnc2)c1 (centres undefined)	5	0.2	2	106	103	2	8	0	9
O=C(N/C(=C\c1ccc(Cl)cc1)C(=O)N1CCOCC1)c1ccc([N+](=O)[O-])cc1	-1	-1.6	-6	83	91	5	1	0	-3
CC(C)NC(=S)NC1(C)CCS(=O)(=O)C1 (centres undefined)	-2	1.2	-5	103	98	1	17	0	-1
O=C(Cc1ccccc1F)Nc1cccc(S(=O)(=O)N2CCOCC2)c1	x	x	x	108	108	-2	3	37	x
CCCN(CC(=O)Nc1ccc(Cl)cc1Cl)C(=O)CC(NC(C)=O)c1ccccc1 (centres undefined)	x	-3.4	x	88	93	x	6	2	x
COc1cccc(C(=O)Nc2cc(C)ccc2NC(=O)COc2ccccc2)c1	3	-1.4	3	95	95	11	5	1	3
COc1ccc(CCNC(=O)CN(Cc2ccc(Cl)cc2)S(C)(=O)=O)cc1OC	2	0.9	2	107	102	-1	-11	6	-2
CN(Cc1ccc(F)cc1)C(=O)COc1ccccc1-c1ccccc1	0	1.4	-3	86	94	9	-1	0	5
O=C(NCCCN1CCOCC1)c1sc2cc(F)ccc2c1Cl	0	-0.2	15	101	97	-5	1	0	3
Cc1ccc(C(C)C)c(OCc2nn(CC(=O)c3ccc(Cl)cc3)c3[n+]2CCCCC3)c1	-2	-2.1	-41	106	104	-42	2	0	-20
O=C(NCc1ccon1)C1CCC(=O)N(CCc2ccc(Cl)cc2)C1 (centres undefined)	0	-2.5	-1	x	85	-1	3	3	1
COC(=O)c1ccccc1NC(=O)CSc1nnc(C(CO)NC(=O)c2ccccc2)n1C (centres undefined)	-3	0.8	4	106	102	2	13	7	2
CC(=O)Nc1ccc(NC(=O)CCCn2cnc3ccccc3c2=O)cc1	1	-0.4	4	u	16[may fluoresce violet]	-3	-9	1	3
NNC(=O)CCCCCCCCCCOCCCCO	-3	-0.2	7	96	104	10	12	0	6
CN1C(=O)c2cccc3c(N(C)C)ccc(c23)C1=O	0	-14	89*	102	90	10	7	0	75*
Cc1ccc(/C=C(/C#N)c2nc(CCN3C(=O)c4ccccc4C3=O)cs2)cc1	-4	-3.9	0	98	107	3	2	1	1
Other structures
SMILES	Fam108B counter	MEX-5 binding	MCL1 BIM primary	CIT2-GFP yeast	AGP1 TOR yeast	GLD-1 RNA inh	VLA-4 inh	GRK2 inh	Bcl-xL primary
CC(=O)N1CCCc2cc(S(=O)(=O)NCc3ccc(C)cc3)ccc21	3	-6.5	-3	92	96	1	7	4	1
CCCC(=O)NC(=S)NNC(=O)c1ccc([N+](=O)[O-])cc1	2	-1.1	12	96	100	-3	26	1	9
Cc1nnsc1C(=O)NNc1c(Cl)cccc1Cl	4	-0.4	12	96	100	7	-5	0	8
Cc1nc(SCC(=O)Nc2ccccc2)c2oc3ccccc3c2n1	-6	-1.1	-4	95	98	1	16	11	-2
COc1ccc(CCC(=O)NCCOc2ccccc2Cl)cc1	-2	1.4	4	u	u	-2	-4	3	-1
COc1cccc(CC(=O)NC2CCCN(Cc3ccc(Cl)cc3)C2)c1 (centres undefined)	2	-2.4	0	107	99	6	11	0	5
COc1ccc2c(Cl)c(C(=O)NCCCn3ccnc3)sc2c1Cl	-14	-2.7	-14	100	112	2	-4	0	-18
COc1ccc(Nc2oc(COc3ccc(C)cc3)nc2C#N)cc1	14	-0.4	-1	99	96	-2	-4	1	0
CCOC(=O)c1c(C)c(C(=O)NCCCOC(C)C)c(C)n1C	-3	-1.2	4	97	95	7	-7	2	-2
COc1cccc(NS(=O)(=O)c2cc3c(cc2C)NC(=O)CO3)c1	3	0.3	1	115	100	0	9	2	4
CC12CCC(C(=O)Nc3ncc([N+](=O)[O-])s3)(OC1=O)C2(C)C (centres undefined)	1	-1.2	6	93	87	6	3	4	5
CC1=NN(c2ccccc2)C(=O)C1N=Nc1ccc(N)cc1 (centres undefined)	4	-1.2	8	91	94	2	-10	0	10
COc1ccccc1CN(CC(=O)NCc1ccco1)C(=O)CNS(=O)(=O)c1ccccc1	-3	0.1	1	102	108	-2	-10	3	8
COc1cc([N+](=O)[O-])ccc1NC(=O)Cc1ccc(F)cc1	2	-2.0	5	93	92	0	2	0	1
CCCc1nnc(NC(=O)CCS(=O)(=O)c2ccccc2)s1	1	1.3	3	99	91	-8	8	13	-1
CCOC(=O)c1c(C)nc2c(c1C)/C(=N/O)CC(C)(C)C2	-2	-1.4	-4	102	109	-1	8	0	-4
O=C(NCc1ccccc1)c1ccc(F)c(S(=O)(=O)N2CCOCC2)c1	5	0.2	9	104	100	-14	-5	0	3
O=c1cc(CN2CCN(c3cccc(C(F)(F)F)c3)CC2)nc2sccn12	1	0.8	9	110	102	6	-20	0	7
Oc1cncc(-c2cccnc2)c1	x	x	-6	96	99	8	13	0	0
O=C(NCCc1ccccc1)C1CCCN1C(=O)NCc1ccccc1 (centres undefined)	-5	0.6	0	103	110	4	25	0	-5
CCC(=O)N1CCN(c2ccc(Cl)cc2NC(=O)c2ccc(N3CCCC3)c([N+](=O)[O-])c2)CC1	1	0.7	5	84	98	10	16	0	0
COc1ccc(CCN2C(=O)CC(Cc3ccc(C)cc3)C2=O)cc1OC (centres undefined)	-2	-1.6	1	112	104	1	21	0	4
Cc1ccc(Cl)cc1N1CCN(C(=O)c2ccccc2SCC(=O)N2CCCC2)CC1	x	x	4	98	109	4	-6	0	4
CCCn1c(=N)n(CC(=O)c2ccc([N+](=O)[O-])cc2)c2ccccc21	24*	-0.1	-14	95	99	7	-2	0	-4
O=C(CCC1CCCN(C(=O)c2cccs2)C1)N1CCN(c2ccccn2)CC1 (centres undefined)	-2	0.4	-2	107	85	10	0	1	3
Further records follow.
SMILES	Fam108B counter	MEX-5 binding	MCL1 BIM primary	CIT2-GFP yeast	AGP1 TOR yeast	GLD-1 RNA inh	VLA-4 inh	GRK2 inh	Bcl-xL primary
C=CCN1C(=O)c2ccc(C(=O)N(C)Cc3ccc(C)o3)cc2C1=O	-2	-0.9	6	84	99	1	-19	0	6
CN(C)/C=C(/C(=O)c1ccc(Cl)c(Cl)c1)S(C)(=O)=O	-5	1.2	4	103	106	4	12	1	5
COc1ccc(OC)c(N(CC(=O)NC2CC2)S(=O)(=O)c2ccc(C)cc2)c1	2	-1.1	1	x	97	1	8	0	-1
CC(C)CC(C(=O)Nc1ccccc1)N1C(=O)C2C3C=CC(C3)C2C1=O (centres undefined)	8	-0.3	4	89	86	8	2	1	-1
Cc1ccc(C(=O)OCC(=O)Nc2c(Cl)cc(S(N)(=O)=O)cc2Cl)o1	-5	-0.9	-9	94	98	-5	0	20	-12
CC(Sc1nn(-c2ccccc2)c(=S)s1)C(=O)NCC1CCCO1 (centres undefined)	x	x	-1	97	107	-1	18	3	-2
CNC(=O)c1ccc(N(Cc2ccccc2)S(C)(=O)=O)cc1	2	0.1	13	88	95	4	-10	0	6
O=C(NC(Cc1ccccc1)C(=O)O)/C(=C/c1ccccc1)NC(=O)c1ccco1 (centres undefined)	1	0.1	11	u	u	2	6	0	4
CC(OC(=O)C1=NNC(=O)CC1)C(=O)Nc1ncc(Cl)cc1Cl (centres undefined)	3	0.6	5	87	98	-4	-5	0	5
O=C(OC(C(=O)NCC1CCCO1)c1ccc(F)cc1)c1ccco1 (centres undefined)	4	0.9	8	95	103	2	13	1	7
CCOc1ccc2nc(SCC(=O)NNC(=O)c3ccco3)c(C)cc2c1	-3	-1.2	2	92	93	-2	-2	6	-2
CN(C(=O)c1cc2n(n1)C(C(F)(F)F)CC(c1ccco1)N2)c1ccc(OC(F)(F)F)cc1 (centres undefined)	6	-1.1	10	97	106	4	-13	0	6
O=C(c1ccc2c(=O)n(Cc3ccccc3)c(=S)[nH]c2c1)N1CCOCC1	0	-0.2	0	103	101	6	3	0	1
CC1CCN(C(=O)COC(=O)c2ccc(Br)o2)CC1	-1	3.3	6	91	86	0	0	3	5
Oc1ccc(Br)cc1/C=N/N1CCCCC1	-2	-0.4	7	109	97	0	-5	2	5
CCNC(=S)N/N=C/c1ccc(OCC(=O)Nc2ccc(C)cc2)cc1	3	0.9	0	119	94	2	2	0	-1
COc1ccc(-n2nc(C(=O)NCC(=O)N3CCN(c4cccc(Cl)c4)CC3)c3ccccc3c2=O)c(OC)c1	-4	0.3	1	103	111	5	-1	0	3
CC(C)(C)NC(=O)NC(=O)COC(=O)c1ccc(OC(F)F)cc1	3	0.2	2	103	106	4	21	0	2
Cc1ccc(NC(=O)CSCC(=O)Nc2ccccc2N2CCCCC2)cc1	1	3.4	-6	94	100	0	-4	0	-1
Cc1nn(CCCC(=O)Nc2cccnc2Cl)c(C)c1[N+](=O)[O-]	0	-4.2	10	109	116	6	22	0	9
COc1ccccc1CN1C(=O)c2cccc3cccc(c23)C1=O	-10	0.3	1	98	105	6	x	0	1
CCC1(c2ccccc2)C(=O)NCNC1=O	2	0.3	1	87	86	6	29	0	4
O=C(CNS(=O)(=O)c1ccc(C(=O)N2CCOCC2)cc1)N1CCOCC1	0	-0.6	-5	93	78	-8	12	2	1
